TAAR1 antagonist = human TAAR1 antagonism | hit rate 1.5% among 360,000 | AID 624466 | Q96RJ0 | CHO RD-HGA16 TAAR1, Fluo-8 calcium fluorescence, antagonist | inhibition, % at 3 µM;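 active = inhibition above a per-plate cutoff, the mean inhibition of test compounds on that plate plus 3 SD, cut at about 49% in these data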;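 note: 0% = DMSO plus EC80 beta-PEA response and 100% = DMSO alone without agonist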
Target sequence (Q96RJ0 whole entry, looked up): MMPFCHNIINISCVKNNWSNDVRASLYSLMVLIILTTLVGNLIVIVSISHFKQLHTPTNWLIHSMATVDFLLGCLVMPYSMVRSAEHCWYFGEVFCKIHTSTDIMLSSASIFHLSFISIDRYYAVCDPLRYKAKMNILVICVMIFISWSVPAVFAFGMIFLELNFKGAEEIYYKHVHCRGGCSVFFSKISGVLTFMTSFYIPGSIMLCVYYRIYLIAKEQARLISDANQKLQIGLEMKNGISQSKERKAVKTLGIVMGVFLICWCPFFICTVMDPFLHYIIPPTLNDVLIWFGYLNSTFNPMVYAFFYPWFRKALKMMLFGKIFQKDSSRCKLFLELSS
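Test system – hTAAR1-expressing CHO RD-HGA16 cells, Gα16-coupled · Reagent – β-PEA at EC80 concentration, post-compound challenge · Compound dosing – 3 µM, single point · Timing – 140 s kinetic read after compound, 140 s after agonist · Detection – Fluo-8 intracellular calcium dye fluorescence, real-time kinetic reads · Control set – DMSO and EC80 PEA controls · Repeats – n of 1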
CHO parental Ca = counter-screen: ATP calcium response change in parental CHO cells; inhibition, % at 5.6 µM; hit rate 0.63% among 330,000; AID 463079; parental CHO-K1, ATP-induced calcium, Fluo-8 fluorescence;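 active = inhibition above that plate's mean sample inhibition plus 3 SD, cut at about 26% in these data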;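 note: 0% = ATP-challenged DMSO wells and 100% = DMSO wells without ATP; some compounds past the cut are filed as inactive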
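Test system: untransfected parental CHO cell line; also added: ATP stimulus; dosing: 5.6 µM, single dose; signal: calcium-sensitive Fluo-8 fluorescence; measure: percent inhibition of ATP-evoked calcium rise, normalized to controls; benchmarks: low control ATP plus DMSO, high control DMSO only; replication: one well per compound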
CHRM1 antagonist = antagonists of human M1 muscarinic receptor | CHO-K1 hM1, Fluo-8 calcium fluorescence, ACh EC80 antagonist | inhibition, % at 3 µM | hit rate 1.3% among 360,000 | AID 588852;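 active = percent inhibition above its own plate's cutoff, namely the mean of that plate's compound wells plus 3 SD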;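 note: peak over basal fluorescence ratio during 140 s after agonist addition; 0% = ACh EC80 plus DMSO and 100% = DMSO alone without agonist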
Target sequence (P11229 whole entry, looked up): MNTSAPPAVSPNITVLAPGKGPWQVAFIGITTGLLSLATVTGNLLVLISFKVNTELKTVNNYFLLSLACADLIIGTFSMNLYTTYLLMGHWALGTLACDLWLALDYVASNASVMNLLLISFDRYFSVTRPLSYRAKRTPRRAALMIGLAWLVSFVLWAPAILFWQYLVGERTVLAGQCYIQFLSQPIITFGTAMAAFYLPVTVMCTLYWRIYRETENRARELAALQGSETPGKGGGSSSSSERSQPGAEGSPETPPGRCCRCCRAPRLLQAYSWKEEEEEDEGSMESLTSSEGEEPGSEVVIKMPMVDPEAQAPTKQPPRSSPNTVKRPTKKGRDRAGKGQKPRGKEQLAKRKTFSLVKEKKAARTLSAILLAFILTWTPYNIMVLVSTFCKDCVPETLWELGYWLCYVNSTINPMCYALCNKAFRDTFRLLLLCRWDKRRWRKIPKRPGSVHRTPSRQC
M1 ag parental = M1 agonist counterscreen hit in parental CHO-K1 cells; Fluo-8 calcium fluorescence; scaled to maximal ATP response, vehicle zero; activation, % at 3 µM; hit rate 0.48% among 360,000; in the data active = activation above about 15%;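 note: untransfected CHO-K1 host cells lacking M1 receptor as counterscreen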
TAAR1 ag = human TAAR1 agonism; CHO RD-HGA16 TAAR1, Fluo-8 calcium fluorescence; vehicle wells 0%, saturating PEA agonist 100%; hit rate 0.99% among 360,000; Q96RJ0; activation, % at 3 µM;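 active = activation above the mean activation of all test compounds in the run plus 3 SD, cut at about 38% in these data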
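System: CHO RD-HGA16 cells carrying human TAAR1 plus Gα16; Incubation: 17-24 h seeding, 75 min 37 °C dye, 30 min RT; Measured by: Fluo-8 fluorescence, 5 s baseline then 140 s kinetic read; Control set: DMSO and PEA EC100; Replication: single well for each compound.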
CHO-K1 Ca PAM = M1 PAM counterscreen hit in parental CHO-K1 cells; activation, % at 3 µM; hit rate 0.02% among 360,000; ATP EC20, Fluo-8 calcium fluorescence; 0% at ATP EC20, 100% at ATP max;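 active = activation above the run cutoff, the mean activation of all test compounds plus 3 SD, cut at about 40% in these data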;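 note: peak over basal fluorescence ratio in a 140 s read after ATP addition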
M1 PAM = positive allosteric modulators of human M1 muscarinic receptor | P11229 | CHO-K1 hM1, Fluo-8 calcium fluorescence, ACh EC20; 0% = ACh EC20, 100% = maximal ACh | activation, % at 3 µM | hit rate 0.088% among 360,000 | AID 588819; in the data active = activation above about 19%, passing the limit was not always enough
CHRM1 agonist = human M1 muscarinic receptor agonism | P11229 | CHO-K1 hM1, Fluo-8 calcium fluorescence, agonist mode; 0% DMSO, 100% acetylcholine EC100 | activation, % at 3 µM | hit rate 0.33% among 360,000 | AID 588814;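 active = activation above the run's mean compound activation plus 3 SD, cut at about 16% in these data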;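 note: peak over basal fluorescence ratio within a 140 s kinetic read after compound addition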
CHO-K1 Ca antag = nonselective inhibitor or artifact in parental CHO-K1 cells. ATP-induced calcium, Fluo-8 fluorescence. inhibition, % at 3 µM. hit rate 0.6% among 360,000. AID 602250;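 active = inhibition above a per-plate cutoff, the plate's mean sample inhibition plus 3 SD, cut at about 24% in these data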;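 note: 0% = DMSO plus EC80 ATP and 100% = DMSO alone without ATP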
An asterisk follows results filed as active; . = not tested or not shown.

cpd	mol	TAAR1 antagonist	CHO parental Ca	CHRM1 antagonist	M1 ag parental	TAAR1 ag	CHO-K1 Ca PAM	M1 PAM	CHRM1 agonist	CHO-K1 Ca antag
1	Cc1sc2c(c1C)CN(C(C)(C)C)CN2C(=O)c1ccccc1	-12	-24	-10	0.3	-1	-1	8	-4	4
2	O=C(c1ccc([N+](=O)[O-])cc1)N(Cc1ccccc1)c1ccccn1	10	-6	-11	1.1	6	22	9	-14	-12
3	CCOC(=O)c1ccc(NC(=O)N2CCc3ccccc3C2)cc1	9	-2	0	3.5	63*	0	-3	-3	-4
4	CC(=O)c1cc2c(cc1NC(=O)CN1CCOCC1)OCO2	7	-6	-4	0.1	16	8	4	0	-2
5	Cc1ccc(S(=O)(=O)NCc2ccc3c(c2)OCO3)cc1C	10	1	-1	2.2	-2	15	13	0	-2
6	CCCCCCCCS(=O)c1sc2nc3c(cc2c1N)CCCC3 (stereo not given)	-3	-13	-11	1.8	0	16	8	13	-7
7	C(=N\n1cnnc1)/c1ccccn1	2	0	-6	2.1	10	26	11	-3	-10
8	COc1ccc(NC(=S)NNC(=O)c2ccco2)c(OC)c1	-27	-9	-10	0.7	2	10	12	-1	-5
9	O=C(N/C(=C\c1ccc(F)cc1)C(=O)N1CCOCC1)c1ccccc1	-22	1	-30	0.8	-1	8	23	3	-9
10	C=CCSCC1Nc2cc(Cl)c(S(N)(=O)=O)cc2S(=O)(=O)N1 (stereo not given)	-14	-7	-16	0.2	3	8	0	0	3
11	O=c1nc(-c2ccccc2)cc(C(F)(F)F)[nH]1	-5	-5	0	-0.3	3	15	-1	-2	-6
12	CCCn1nc(C(=O)Nc2ccc3nc(C)sc3c2)c2ccccc2c1=O	-20	-29	2	-0.1	-1	13	6	-10	-11
13	O=c1onc(-c2ccc(Cl)cc2)n1Cc1ccc(F)cc1	8	-8	-9	0.3	-2	19	8	-10	-10
14	CC1Cc2ccccc2N1C(=O)Cn1cnc2ccccc2c1=O (stereo not given)	2	-8	21	0.4	4	0	-8	1	-4
15	O=C(CSc1nc2ccccc2n1Cc1ccccc1)N/N=C/c1ccco1	6	-15	-6	1.1	10	18	7	-4	-15
16	COc1ccccc1N1CCN(CCCCOc2ccc(F)cc2)CC1	8	-14	30*	2.1	6	0	-13	-3	-1
17	CC(C)=CCCC(C)CN1CCC(n2nccc2NC(=O)c2ccccc2)CC1 (stereo not given)	-10	-20	0	4.2	1	23	-2	3	-16
18	COc1ccccc1S(=O)(=O)N(C)C[C@H]1OCc2cn(nn2)CCCC(=O)N([C@H](C)CO)C[C@@H]1C	-6	.	-20	0.8	5	1	12	-3	11
19	O=C(CN(Cc1ccccc1F)S(=O)(=O)c1ccc(Cl)cc1)NCCCO	-15	-13	-12	-0.1	2	15	4	-2	-4
20	CC(C)(C)c1ccc(C(=O)N2CCC2(C)C(=O)NCc2cccs2)cc1 (stereo not given)	11	.	-1	5.2	1	-9	-9	0	0
21	Cc1ccc(NC(=O)c2c(C)nc3sc(C(=O)NC4CCCC4)c(N)c3c2-c2ccco2)c(C)c1	-2	-10	2	0.4	4	12	7	-5	-1
22	CCCc1cc(=O)oc2cc(OCC(=O)N3CCOCC3)c(Cl)cc12	9	-12	2	0.0	4	-12	3	-2	-5
23	CC(C)c1ccc(NC2CCCN(C(=O)c3ccncc3)C2)cc1 (stereo not given)	-30	-15	-13	0.9	4	-1	6	-4	3
24	CCc1ccc(NC(=S)N2CCCC2)cc1	-24	.	5	-0.2	0	2	2	-3	0
25	C[C@@H]1CN([C@H](C)CO)C(=O)CCCn2cc(nn2)CO[C@H]1CN(C)C(=O)Nc1ccc(C(C)(C)C)cc1	-11	.	-9	0.8	0	21	8	-11	6
26	CCN1CCN(CCCNc2ncnc3nc[nH]c23)CC1	-6	1	-3	0.0	0	8	8	-4	12
27	CC1CC(C)CN(CC(C)(C)NS(=O)(=O)c2ccccc2)C1 (stereo not given)	-3	-9	1	0.4	11	21	-10	-9	-3
28	C1CCC2(CC1)OCC1(CO2)COC2(CCCCC2)OC1	17	6	-7	0.3	2	5	3	-2	-1
29	Clc1cccc(Oc2ncc(CN3CCOCC3)s2)c1	-1	-2	-14	0.7	7	16	8	-8	-9
30	COc1cccc(NC(=O)C2CCN(C(=O)[C@@H]3Cc4ccccc4CN3)CC2)c1	8	15	-6	4.9	1	11	7	-3	7
31	c1ccc(CC2CCN(Cc3ccccn3)CC2)cc1	-14	-4	8	-0.7	8	5	-6	-7	-14
32	Cn1c(SCc2nc3ccccc3[nH]2)nnc1-c1cccs1	-8	-8	-6	1.5	10	14	3	-9	-16
33	CCOC(=O)c1c(C)[nH]c(C)c1S(=O)(=O)N(C)Cc1ccco1	-35	2	-4	0.7	4	-18	6	-1	-13
34	CC(=O)c1cn(CC(=O)Nc2cccc(C)c2C)c2ccccc12	-2	3	7	11	8	6	-6	-1	7
35	O=C(CCSc1ccccc1Cl)NNC(=O)c1ccncc1	11	4	-20	2.0	0	14	7	-2	-7
36	CC1CCCC(C)N1C(=O)CSc1nc(N)c(-c2ccccc2)c(=O)[nH]1 (stereo not given)	6	-8	-5	0.7	0	27	5	-6	-20
37	C/C(=N\OCC(=O)Nc1ccccc1C(=O)O)c1cccs1	-30	-11	-14	1.2	0	13	10	-2	-8
38	COc1ccc2occ(C(=O)c3ccc(N)cc3)c2c1	-10	.	5	4.0	4	-7	0	-5	-19
39	O=C(Cn1ncc(Cl)c(Cl)c1=O)NCC1CCCCC1	-20	2	-8	-0.4	-1	16	10	-4	-4
40	CCn1ccnc1CN(C)Cc1c(C(=O)N2CCCCCCC2)nc2ccc(Cl)cn12	9	-21	0	0.6	3	-2	5	-5	-1

Continued, starting with the last two of the part before.
cpd	mol	TAAR1 antagonist	CHO parental Ca	CHRM1 antagonist	M1 ag parental	TAAR1 ag	CHO-K1 Ca PAM	M1 PAM	CHRM1 agonist	CHO-K1 Ca antag
39	O=C(Cn1ncc(Cl)c(Cl)c1=O)NCC1CCCCC1	-20	2	-8	-0.4	-1	16	10	-4	-4
40	CCn1ccnc1CN(C)Cc1c(C(=O)N2CCCCCCC2)nc2ccc(Cl)cn12	9	-21	0	0.6	3	-2	5	-5	-1
41	CCS(=O)(=O)c1nc(S(=O)(=O)c2ccc(Cl)cc2)c(NCc2ccco2)s1	4	-10	-13	0.2	1	14	9	-3	-6
42	Cc1ccc(C)c(NC(=O)C2CCCN2C(=O)NC2CCCCC2)c1 (stereo not given)	16	-4	-9	0.0	5	4	13	-8	-15
43	CCC(=O)c1ccc(OCC(=O)OCC(=O)N(C)CC(=O)Nc2ccc(F)cc2)cc1	4	-7	-12	2.8	4	15	10	0	-8
44	Cc1cc(CSc2nc(C)cc(=O)[nH]2)c2ncccc2c1	-2	-7	-10	0.3	7	3	9	-3	0
45	CC(C)CC1C(=O)N(Cc2cn(CC3CCCCC3)nn2)CCS(=O)(=O)N1Cc1ccc(-c2ccncc2)cc1 (stereo not given)	-9	.	12	0.1	1	-13	5	19*	16
46	O=C(Nc1ccc(N2CCOCC2)cc1)c1ccc(S(=O)(=O)N2CCCCC2)cc1	7	-12	-5	0.2	2	3	6	-7	4
47	COc1ccccc1NS(=O)(=O)c1cc2c3c(c1)CC(=O)N3CCC2	-26	-19	-3	4.2	10	4	2	-2	-15
48	CCC(=O)N1CCc2cc(Br)cc(S(=O)(=O)NCc3ccccc3OC)c21	2	-19	-24	-0.5	-2	9	10	-2	-6
49	Cc1ccc(NC(=O)C(OC(=O)c2ccc(NC(N)=O)cc2)c2ccccc2)cc1Cl (stereo not given)	7	-8	7	0.4	0	0	-4	-5	6
50	O=C(NC1CCCCC1)c1cc(C2CC2)nn1-c1ccccc1	-5	-19	-7	0.4	9	9	3	-5	-15
51	COc1ccc(OC)c(NC(=O)Nc2c(O)ccc3ccccc23)c1	1	-31	15	5.1	0	-18	-3	-3	14
52	COc1ccc(N=C2CC(C)(C)CC(=O)/C2=C(/O)c2ccccc2)cc1	11	-8	-6	2.6	0	22	7	-4	-8
53	O=C(N/N=C/c1cc([N+](=O)[O-])ccc1O)c1ccc(COc2ccc3c(c2)CCC3)o1	-10	.	-6	0.7	1	3	4	-4	-12
54	CC1(C)CC(=O)C(CC(=O)c2ccccc2)=C(NN=C(N)N)C1	-5	.	11	-0.2	1	-13	-2	-2	2
55	CCn1nc(C)cc1-c1nnc(Sc2ncc([N+](=O)[O-])s2)n1C	16	24	-1	0.3	9	3	4	-4	3
56	O=C(NCCCn1ccnc1)c1ccc(Br)o1	-13	0	-31	0.2	-2	1	5	-5	5
57	Cc1ccc(/C=C/C(=O)Nc2ccc(S(=O)(=O)Nc3ncccn3)cc2)cc1	-11	-11	0	-0.5	3	-11	11	-5	-3
58	O=C(COC(=O)CCC(=O)c1ccc(F)cc1)Nc1ccc(Cl)cn1	6	-8	-7	0.0	-2	-18	17	0	-7
59	CSc1ccc(CN(C)Cc2cc(=O)oc3c(C)c(C)ccc23)cc1	26	53*	-11	0.5	3	4	13	2	-10
60	CCCCn1nnnc1C1(C)CCC(=O)N1Cc1ccco1 (stereo not given)	-13	.	.	0.2	2	16	.	.	-12
61	CSCCC(NC(=O)COc1ccccc1)C(=O)NCC1COc2ccccc2O1 (stereo not given)	3	-33	-6	1.4	7	8	7	-2	3
62	CCOc1ccccc1C(=O)NCC(=O)N(C)Cc1ccccc1C	-2	-24	-2	6.5	2	16	2	-2	-4
63	C#CCOCCOCCOCCNc1nc(N2CCN(C(=O)[C@H](CCCCN)n3cc(CN)nn3)CC2)nc(N2CCN(C(=O)[C@H](CCCN=C(N)N)n3cc(C(N)[C@H](C)CC)nn3)CC2)n1 (stereo not given in full)	-6	0	2	-0.2	17	-17	5	-5	11
64	COc1ccccc1-c1cccc([C@@H]2C[C@H]3[C@H](CON3C)CN2C(C)=O)c1	-35	.	-15	-0.3	9	1	12	0	3
65	COc1cc(COC(=O)Oc2ccc(CNC(C)=O)cc2OC)c([N+](=O)[O-])cc1OC	-18	-10	-3	1.4	7	10	4	0	-15
66	CC(=O)Nc1nnc(S(=O)(=O)N2CCN(c3ccc(Cl)cc3[N+](=O)[O-])CC2)s1	-28	-17	17	-0.2	1	2	-2	0	4
67	O=C(NCC1CCCO1)c1cc2ccccc2o1 (stereo not given)	-5	-2	-5	0.1	0	-8	5	1	2
68	COc1ccc(C(C)=O)cc1CSc1nnc(Nc2c(C)cccc2C)s1	4	-27	-8	4.0	3	3	4	-11	-5
69	Cn1c2c(c3ccccc31)CC/C2=N\O	-5	-6	14	-0.3	7	7	-6	-5	-5

High-throughput results: PubChem BioAssay, The Scripps Research Institute Molecular Screening Center
